Screening results: PubChem, several laboratories
NPY-Y2 PAM-ag: potentiators or agonists of human neuropeptide Y receptor Y2. cells expressing NPY-Y2, potentiator/agonist read-out. activation, % at 3.6 µM. actives 0.45% (n = 220,000). AID 1359; in the data active = activation above about 27%;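 also: cells stimulated with NPY near EC25 plus isoproterenol at EC100; 0% = vehicle plus submaximal agonist and 100% = vehicle plus saturating agonist; some results beyond the cut were filed as inactive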
Target sequence (P49146 whole entry, looked up): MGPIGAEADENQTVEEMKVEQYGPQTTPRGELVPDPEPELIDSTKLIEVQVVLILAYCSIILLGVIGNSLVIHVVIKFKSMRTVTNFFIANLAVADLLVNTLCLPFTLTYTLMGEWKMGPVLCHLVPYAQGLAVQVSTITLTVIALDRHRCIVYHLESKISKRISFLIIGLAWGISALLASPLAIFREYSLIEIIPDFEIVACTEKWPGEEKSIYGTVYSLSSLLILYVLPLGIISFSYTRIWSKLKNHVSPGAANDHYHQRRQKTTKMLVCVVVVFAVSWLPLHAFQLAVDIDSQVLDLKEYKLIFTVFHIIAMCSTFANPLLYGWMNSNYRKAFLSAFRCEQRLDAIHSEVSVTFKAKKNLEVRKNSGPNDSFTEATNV
eIF4E 4G PPI: inhibitors of eIF4E and eIF4G interaction in translation initiation. inhibition, % at 21.7 µM. TR-FRET eIF4E-eIF4GI(517-606) binding, 2 h. actives 0.37% (n = 220,000). AID 782;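 active = inhibition above about 30%, limit read from the data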;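 also: 0% = full FRET control wells and 100% = background wells lacking eIF4GI fragment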
p97 inhibitor: human p97 ATPase inhibition; AID 1481; inhibition, % at 8 µM; actives 0.42% (n = 220,000); P55072; recombinant p97 ATPase, Kinase-Glo ATP luminescence, 3 h; in the data active = inhibition above about 15%;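 also: 0% = DMSO vehicle and 100% = wells lacking enzyme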
EP2 modulator: EP2 receptor (human) modulation. P43116. EP2-expressing cells, cAMP HTRF FRET, PGE2 co-stimulation. induction, % at 25 µM. actives 0.83% (n = 260,000). AID 940;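 active = compounds whose cAMP rise, as percent of the full-agonist control response, exceeds 60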;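 also: rat C6 glioma line stably carrying human EP2 under a CMV promoter; the protocol text gives 20 µM as final concentration; 100% = response of wells given 1 µM PGE2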
S1P4 antag: blocks the human S1P4 receptor. S1P4-expressing cells, antagonist mode, reporter read-out. O95977. inhibition, % at 4.98 µM. actives 0.26% (n = 220,000); in the data active = inhibition above about 29%;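 also: 0% = wells stimulated with agonist and 100% = vehicle wells without agonist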
Target sequence (O95977 whole entry, looked up): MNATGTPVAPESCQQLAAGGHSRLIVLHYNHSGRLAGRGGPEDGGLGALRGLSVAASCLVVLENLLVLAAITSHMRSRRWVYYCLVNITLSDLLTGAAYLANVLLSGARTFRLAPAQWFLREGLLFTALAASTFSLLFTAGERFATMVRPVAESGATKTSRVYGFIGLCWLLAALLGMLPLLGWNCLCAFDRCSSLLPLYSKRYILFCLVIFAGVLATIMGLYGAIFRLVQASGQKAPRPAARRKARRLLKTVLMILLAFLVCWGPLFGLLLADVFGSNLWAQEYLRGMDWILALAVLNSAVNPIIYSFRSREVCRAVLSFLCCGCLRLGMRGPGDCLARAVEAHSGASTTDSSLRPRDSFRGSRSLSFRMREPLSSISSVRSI
NPY-Y1 PAM-ag: human NPY-Y1 potentiation or agonism, primary screen; P25929; NPY-Y1 expressing cells, potentiator/agonist activation; activation, % at 3.6 µM; actives 0.37% (n = 220,000); in the data active = activation above about 33%, passing the limit was not always enough;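 also: cells stimulated with NPY at EC10 then isoproterenol at EC100; 0% = low agonist plus stimulus and 100% = saturating agonist plus stimulus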
NPY Y1 blocker: antagonists of human neuropeptide Y receptor Y1. actives 1% (n = 200,000). inhibition, % at 3.6 µM. P25929. HEK293-CNG Y1 cells, membrane potential fluorescence; NPY at EC95, then isoproterenol;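 active = inhibition above the campaign mean inhibition of all tested compounds plus 3 SD, cut at about 20% in these data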;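 also: 0% = DMSO wells given NPY plus isoproterenol and 100% = isoproterenol alone without NPY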
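Material: HEK293 Y1/CNG channel cell line; also added: NPY (25 nM), isoproterenol (1 µM), Ro 20-1724 (25 µM); doses: one concentration, 3.6 µM, in 0.4% DMSO; schedule: compound incubation 1 h at room temperature, readout 45 min post-stimulation; technique: membrane potential fluorescence; measure: fluorescence ratio normalized to % inhibition between controls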
S1P4 ag: agonists of human S1P4 receptor. O95977. actives 0.35% (n = 220,000). AID 1509. activation, % at 4.98 µM. S1P4-expressing cell line, agonist reporter assay; in the data active = activation above about 11%;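 also: 0% = DMSO vehicle and 100% = reference agonist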
PGE2 EP2 inh: inhibitors of human EP2 prostaglandin E2 receptor; P43116; C6 glioma cells expressing human EP2, cAMP TR-FRET; cells stimulated with saturating PGE2; inhibition, % at 25 µM; actives 0.52% (n = 260,000); AID 1422;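 active = percent inhibition above 40 after rounding to a whole number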;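 also: rat C6 glioma host cells with rolipram phosphodiesterase inhibitor present; the protocol text gives 20 µM as final concentration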
Numbers without * were called inactive; · = no result given; & = joins results of further samples; [ ] = remark or other dose. Some of the compounds tested; rates above refer to the full screens.

Keys: A = NPY-Y2 PAM-ag; B = eIF4E 4G PPI; C = p97 inhibitor; D = EP2 modulator; E = S1P4 antag; F = NPY-Y1 PAM-ag; G = NPY Y1 blocker; H = S1P4 ag; I = PGE2 EP2 inh
SMILES: COc1ccc(C(=O)n2nc(-c3ccco3)nc2N)cc1
  A = 2; B = 1; C = 3; D = -13&21; E = -9; F = -25; G = -3; H = 1.6; I = 14&12

SMILES: COc1ccccc1NC(=O)c1cccnc1
  A = 0; B = 0; C = 3; D = 9; E = 3; F = -2; G = -5; H = -0.6; I = 11

SMILES: COc1ccccc1NS(=O)(=O)c1ccc(O)c(C(=O)OCC(=O)c2ccc(Cl)cc2Cl)c1
  A = -8; B = 4; C = 0; D = 4; E = -17; F = -6; G = 9; H = 2.4; I = 2

SMILES: CCCCNC(=O)Nc1cc(C(=O)OC)ccc1Cl
  A = -1; B = 3; C = 0; D = 9; E = -18; F = 3; G = -4; H = 0.6; I = 9

SMILES: CCOC(=O)c1c(N2C(=O)C3C4C=CC(C4)C3C2=O)sc2c1CCC(C)C2 (configuration not stated)
  A = 18; B = 3; C = 0; D = 20; E = -7; F = 6; G = 2; H = 0.1; I = 6

SMILES: Cc1n[nH]c(=S)n1/N=C/c1ccc(OCc2ccc(Cl)cc2Cl)cc1
  A = 8; B = -1; C = 3; D = -14; E = -9; F = 19; G = 1; H = 1.8; I = 13

SMILES: Cc1ccc(S(=O)(=O)N2CCCCC2)cc1C(=O)Nc1ccc2cn[nH]c2c1
  A = -5; B = -3; C = 4; D = -16; E = 2; F = 5; G = -11; H = -0.1; I = 17

SMILES: CCc1nn(C(C)C(=O)NC(C)CCc2ccco2)c(=O)c2cc3occc3n12 (configuration not stated)
  A = 0; B = 0; C = -2; D = 5; E = -13; F = -24; G = 3; H = -0.8; I = 13

SMILES: CCCN1C(=O)SC(CC(=O)Nc2ccccc2C)C1=O (configuration not stated)
  A = 3; B = 1; C = 5; D = -13; E = -17; F = 2; G = 4; H = 0.4; I = -2

SMILES: COc1cccc(CC(=O)Nc2nc(C)cs2)c1
  A = 6; B = -5; C = 7; D = -27; E = 4; F = 7; G = 3; H = 0.2; I = 6

Entries from the list above that have a furan ring, fused or not, in the order listed:
Keys: A = NPY-Y2 PAM-ag; B = eIF4E 4G PPI; C = p97 inhibitor; D = EP2 modulator; E = S1P4 antag; F = NPY-Y1 PAM-ag; G = NPY Y1 blocker; H = S1P4 ag; I = PGE2 EP2 inh
SMILES: COc1ccc(C(=O)n2nc(-c3ccco3)nc2N)cc1
  A = 2; B = 1; C = 3; D = -13&21; E = -9; F = -25; G = -3; H = 1.6; I = 14&12

SMILES: CCc1nn(C(C)C(=O)NC(C)CCc2ccco2)c(=O)c2cc3occc3n12 (configuration not stated)
  A = 0; B = 0; C = -2; D = 5; E = -13; F = -24; G = 3; H = -0.8; I = 13

The list goes on.
Keys: A = NPY-Y2 PAM-ag; B = eIF4E 4G PPI; C = p97 inhibitor; D = EP2 modulator; E = S1P4 antag; F = NPY-Y1 PAM-ag; G = NPY Y1 blocker; H = S1P4 ag; I = PGE2 EP2 inh
SMILES: N#Cc1cn(-c2ccccc2)nc1-c1ccc2c(c1)OCCO2
  A = 0; B = -8[fluorescence artefact?]; C = 3; D = 41; E = -4; F = -14; G = 5; H = 1.4; I = 16

SMILES: O=C(NCCc1ccc2c(c1)OCCO2)c1cc(F)cc(F)c1
  A = -6; B = 2; C = 3; D = -3; E = -15; F = 0; G = 6; H = -0.8; I = 15

SMILES: CCOC(=O)c1ccc(N2CSC3=C(C#N)C(c4ccc(OC)cc4OC)CC(=O)N3C2)cc1 (configuration not stated)
  A = -5; B = 2; C = -2; D = 7; E = -9; F = 6; G = 4; H = 1.0; I = 7

SMILES: CCOC(=O)C1[C@H]2C(=O)N(CCCOC)C[C@]23C=C[C@H]1O3 (some centres not stated)
  A = 1; B = 0; C = -3; D = 21; E = 3; F = -20; G = -1; H = 0.6; I = 7

SMILES: CCOC(=O)Nc1sc(C)c(C)c1C(=O)OCC
  A = 7; B = -21[fluorescence artefact?]; C = -4; D = 30; E = -14; F = 3; G = 4; H = 1.7; I = 3

SMILES: CC(=O)Nc1ccc(C(=O)Nc2ccc(S(=O)(=O)N3CCCC3)cc2)cc1
  A = 6; B = 0; C = -5; D = -3; E = -6; F = -24; G = -3; H = -1.3; I = 13

SMILES: O=C(/C=C\c1ccco1)Nc1nc(-c2ccc3ccccc3c2)cs1
  A = 7; B = 5; C = 6; D = -10; E = 3; F = -9; G = -6; H = 0.7; I = 12

SMILES: CC(=O)NCC1=C(NC(C)=O)C2CC1C(C)(C)C2C (configuration not stated)
  A = 2; B = 1; C = 0; D = 13; E = -18; F = -5; G = -2; H = 1.4; I = ·

SMILES: O=C(COC(=O)c1ccc2c(c1)OCO2)Nc1ncc(Cl)cc1Cl
  A = 5; B = 5; C = -5; D = -16; E = -31; F = -11; G = -2; H = 1.0; I = 3

SMILES: COc1ccc(-n2c(=O)[nH]cc(C(=O)Nc3ccccc3)c2=O)cc1
  A = 10; B = 3; C = -2; D = 4; E = -17; F = -22; G = 0; H = 2.3; I = 13

SMILES: COc1cc(OC)c(-n2cc(-c3ccc(Cl)cc3)[nH]c2=O)cc1Cl
  A = -6; B = -6[fluorescence artefact?]; C = -2; D = -2; E = -23; F = 6; G = -5; H = 1.9; I = 16

SMILES: CCN(C(=O)c1ccco1)c1nnc(-c2ccc(OC)cc2)s1
  A = 3; B = -1[fluorescence artefact?]; C = -4; D = -3; E = -8; F = -6; G = -1; H = 0.0; I = 12

SMILES: COC(=O)c1cc(NC(=O)c2cc(-c3ccc(C(F)(F)F)cc3)oc2C(F)(F)F)ccc1N1CCOCC1
  A = -5; B = -5; C = -12; D = -38; E = 12; F = 17; G = ·; H = 0.9; I = 5

SMILES: O=C(CCc1ccccc1)NNC(=O)c1ccc(Br)cc1
  A = -14; B = -4; C = -1; D = -1; E = -4; F = -13; G = 3; H = 0.3; I = 6

SMILES: COc1ccc(S(=O)(=O)N2CCC[C@H]2C(=O)NC2=NCCS2)cc1
  A = -3; B = -2; C = -3; D = 4; E = -7; F = -7; G = 0; H = -0.4; I = 6

SMILES: COc1ccc(NC(=O)NCCc2ccc(Cl)cc2)cc1OC
  A = -21; B = -1; C = 2; D = -23; E = -6; F = 0; G = 0; H = 2.0; I = 9

SMILES: CC1(C)CC(=O)c2sc(N)nc2C1
  A = -18; B = 3; C = -1; D = 39; E = -8; F = 6; G = -2; H = 0.6; I = 2

SMILES: COc1ccccc1-c1nnc(SCC(=O)OC(C)C)o1
  A = 15; B = 4; C = -1; D = 18; E = 7; F = -35; G = 3; H = 1.2; I = 6

SMILES: C=CCNC(=O)C1=NOC(CNC(=O)c2c(-c3ccccc3Cl)noc2C)C1 (configuration not stated)
  A = -22; B = ·; C = -6; D = -10; E = -9; F = -20; G = -2; H = -2.0; I = 15

SMILES: COc1ccc(C(=O)Nc2ccc3nc(C)sc3c2)cc1OC
  A = 14; B = 0; C = 4; D = -25; E = -9; F = 0; G = -5; H = 2.2; I = 7

SMILES: CCCN(CCC)S(=O)(=O)c1ccc(C(=O)OCCN2C(=O)c3cccc4c(N5CCOCC5)ccc(c34)C2=O)cc1
  A = 1; B = 31*[fluorescence artefact?]; C = 6; D = 6; E = 0; F = -14; G = -2; H = 3.6; I = 7

SMILES: Cc1nc2ccccc2c(=O)n1NC(=O)c1ccc([N+](=O)[O-])cc1Cl
  A = -4; B = -3; C = -6; D = 0; E = -7; F = -1; G = 4; H = 1.6; I = 6

SMILES: CC1(C)C(=O)C2(CCCC2)C(=O)OC1c1ccco1 (configuration not stated)
  A = -2; B = 4; C = 2; D = 10; E = 9; F = 2; G = -4; H = -0.5; I = 5

SMILES: COc1ccc(/C=N/NC(=O)c2cc(C)n(-c3ccccc3)c2C)cc1OC
  A = -4; B = -4; C = -1; D = -67; E = -6; F = 19; G = 6; H = 0.5; I = 9

SMILES: O=C(c1cccc(Cl)c1)N1CCN(C(=O)c2ccco2)CC1
  A = 3; B = 7; C = 3; D = -1; E = -6; F = -19; G = -4; H = -0.8; I = 6

SMILES: COc1cc(/C=C\C(=O)Nc2cc(=O)n(C)c(=O)n2C)cc(OC)c1OC
  A = -5; B = -4; C = -3; D = -18; E = -3; F = 9; G = -1; H = 0.0; I = 5

SMILES: CCSc1ncnc2c1oc1ccccc12
  A = -8; B = -1; C = 3; D = 37; E = -5; F = -11; G = -4; H = -1.9; I = 3

SMILES: O=C(CNC(=O)c1ccccc1Br)N/N=C/c1ccc(O)cc1
  A = 0; B = 0; C = 4; D = -5; E = -9; F = 14; G = 1; H = -0.7; I = 4

SMILES: CN=C1SC(C(=O)Nc2ccccc2Cl)CC(=O)N1c1ccc(OC(F)(F)Cl)cc1 (configuration not stated)
  A = 3; B = 1; C = 2; D = -15; E = -15; F = 23; G = 0; H = 3.1; I = 3

SMILES: O=C(C1CCC(=O)N1Cc1cccs1)N1CCOCC1 (configuration not stated)
  A = 14; B = 1; C = 2; D = 31; E = -9; F = 14; G = -2; H = -1.8; I = 7

SMILES: CC(C)c1ccc2[nH]c(O)c(N=NC(=S)NCCc3ccccc3)c2c1
  A = 13; B = 3; C = 4; D = 31; E = -17; F = -7; G = 1; H = -1.2; I = 6

SMILES: O=C1/C(=C/c2ccc(F)cc2)SC(=S)N1Nc1ncc(C(F)(F)F)cc1Cl
  A = -5; B = -5; C = 19*; D = 14; E = 1; F = -32; G = -2; H = 0.5; I = 8

SMILES: CCN(CC)C(=O)Cn1cc(C(=O)C(=O)NCc2cccs2)c2ccccc21
  A = -1; B = 1; C = 7; D = 5; E = 8; F = 9; G = 5; H = 1.1; I = 12

SMILES: Cc1ccc(F)c(NC(=O)C2CCCCC2C(=O)O)c1 (configuration not stated)
  A = -6; B = -3; C = 8; D = 18; E = 3; F = 11; G = 2; H = 1.4; I = 1

SMILES: Cc1cccc(C)c1NC(=O)C(c1ccc([N+](=O)[O-])cc1)N(C)C(=O)c1ccccn1 (configuration not stated)
  A = 10; B = -2; C = 0; D = 6; E = 1; F = 3; G = 2; H = -1.4; I = 8

SMILES: CN(C)CC(C)(C)CNS(=O)(=O)c1ccc(Cl)cc1
  A = -2; B = -2; C = 0; D = 17; E = -22; F = -12; G = -2; H = 0.4; I = 11

SMILES: CCOC(=O)C(C)Oc1nc(Oc2ccccc2)nc(N(C)C)n1 (configuration not stated)
  A = -3; B = -1[fluorescence artefact?]; C = -4; D = 4; E = 13; F = -25; G = -3; H = 1.2; I = 12

SMILES: Cc1ccc2[nH]c(=O)c(CN(Cc3cccnc3)Cc3nnnn3CC3CCCO3)cc2c1 (configuration not stated)
  A = -30; B = 3; C = -2; D = 3; E = 11; F = -1; G = ·; H = -2.6; I = 4

SMILES: CCNS(=O)(=O)c1ccc2c3c(cccc13)C(=O)N2
  A = 6; B = -2[fluorescence artefact?]; C = -3; D = 6; E = 2; F = -3; G = 3; H = 2.1; I = 10

SMILES: CC(C)c1nc2sc3c(=O)[nH]c(=S)[nH]c3c2c2c1CCC2
  A = 4; B = 2; C = 2; D = 40; E = -18; F = 0; G = -2; H = 3.7; I = 14

SMILES: Cc1cc(Cl)c(OCCCCNC(C)(C)C)c(Br)c1
  A = 6; B = 1[fluorescence artefact?]; C = 5; D = -1; E = -16; F = 9; G = 1; H = 1.1; I = 7
